Source: PubChem
CASP6 VEID inh = blocks human caspase-6 cleavage activity. P55212. purified caspase-6, Z-VEID-R110 cleavage fluorescence. inhibition, % at 12.5 µM. 350,000 compounds, 0.53% hits. AID 686996;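 active = mean inhibition across replicates at least about 35%, with every replicate also reaching that limit, limit read from the data; inconclusive = only one of the two criteria met; inactive = neither criterion met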;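 note: 0% = median of neutral control wells and 100% = no fluorescence left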
ERp5 block = ERp5 (human) disulfide isomerase inhibition; ERp5 insulin aggregation, absorbance 650 nm, 90 min; Q15084; 350,000 compounds, 0.05% hits; inhibition, % at 9.99 µM;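 active = mean replicate inhibition above about 25%, with every replicate also reaching it, limit read from the data, passing the limit was not always enough; inconclusive = only one of those two criteria met; inactive = neither criterion met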
PglD DTNB = blocks C. jejuni PglD acetyltransferase activity. purified PglD enzyme, DTNB colorimetric CoA detection. inhibition, % at 12.5 µM. 360,000 compounds, 0.098% hits. AID 602405; in the data active = inhibition above about 16%, passing the limit was not always enough; inconclusive = no clear call, values can overlap the other calls; note: strong numbers were not always called active
esBAF inh = inhibitors of esBAF chromatin remodeling in mouse ES cells; Bmi1-luciferase knock-in reporter, 24 h; 100% = twice the neutral-well signal; reporter increase, % at 12.5 µM; 350,000 compounds, 2% hits; AID 602393; in the data active = activation above about 40%; inconclusive = no clear call, values can overlap the other calls;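 note: 0% = median of the plate's neutral control wells and 100% = double that signal; a rise in the Bmi1 reporter signal indicates esBAF inhibition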
RAD54 inh = RAD54 (human) branch migration inhibition; Q92698; RAD54 Holliday junction branch migration, FAM/BHQ fluorescence; inhibition, % at 10.4 µM; 360,000 compounds, 0.14% hits;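 active = mean normalized replicate activity at least 40 and at least half of replicates scoring 40 or more; inconclusive = only one of the two criteria met; inactive = mean below 40 and under half of replicates reaching 40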;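 note: 0% = median of neutral control wells and 100% = median of positive control wells; inhibitors cause a drop in the FAM fluorescence signal; in these data hits start at about 50%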
RAD52 anneal inh = RAD52 (human) annealing inhibition. recombinant RAD52 DNA annealing, FRET fluorescence. inhibition, % at 18.7 µM. 360,000 compounds, 0.46% hits. AID 651710;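 active = every replicate showing at least 50% inhibition; inconclusive = mean inhibition at least 50% but not in every replicate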
Target sequence (P43351 whole entry, looked up): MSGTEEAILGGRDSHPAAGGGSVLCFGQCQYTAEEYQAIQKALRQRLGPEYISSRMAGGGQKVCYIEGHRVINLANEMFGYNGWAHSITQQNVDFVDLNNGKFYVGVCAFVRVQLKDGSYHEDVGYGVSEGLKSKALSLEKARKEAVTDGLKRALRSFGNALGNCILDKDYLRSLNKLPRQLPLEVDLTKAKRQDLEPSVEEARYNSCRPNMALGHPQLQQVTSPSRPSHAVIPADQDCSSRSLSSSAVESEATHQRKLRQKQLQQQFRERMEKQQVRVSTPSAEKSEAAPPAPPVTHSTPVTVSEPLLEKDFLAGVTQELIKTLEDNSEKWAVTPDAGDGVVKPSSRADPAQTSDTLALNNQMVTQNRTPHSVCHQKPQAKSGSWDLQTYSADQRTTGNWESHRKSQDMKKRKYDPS
ARNT-TACC3 inh = disrupts binding between human ARNT and TACC3 | Q9Y6A5 | AlphaScreen His-ARNT PAS-B/GST-TACC3 binding, luminescence; TACC3 fragment carries E629A point mutation | 390,000 compounds, 0.66% hits | AID 623870 | inhibition, % at 9.99 µM;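 active = mean inhibition of replicates at least 50% and at least half of replicates each reaching 50%; inconclusive = half or more replicates reach 50% but mean below 50%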;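 note: 0% = complete ARNT plus TACC3 wells and 100% = ARNT alone without TACC3; many hits fall short of the cut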
E-sel inducer = E-selectin induction on HUVECs; 260,000 compounds, 0.37% hits; P16581; activation, % at 7.58 µM; AID 686992; HUVEC E-selectin immunofluorescence imaging; normalized: neutral wells 0, TNF-alpha wells 100;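 active = mean E-selectin-positive cell signal at least 10% of the positive control, reached in at least 60% of replicates, without over 20% cell loss; inconclusive = no rule given, readout overlaps actives, possibly toxicity-flagged; inactive = the rest, including those meeting only one limit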;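 note: in these data hits start at about 27%; measured in HUVEC primary endothelial cells; signal is the percent of cells scored E-selectin positive by PE staining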
Target sequence (P16581 whole entry, looked up): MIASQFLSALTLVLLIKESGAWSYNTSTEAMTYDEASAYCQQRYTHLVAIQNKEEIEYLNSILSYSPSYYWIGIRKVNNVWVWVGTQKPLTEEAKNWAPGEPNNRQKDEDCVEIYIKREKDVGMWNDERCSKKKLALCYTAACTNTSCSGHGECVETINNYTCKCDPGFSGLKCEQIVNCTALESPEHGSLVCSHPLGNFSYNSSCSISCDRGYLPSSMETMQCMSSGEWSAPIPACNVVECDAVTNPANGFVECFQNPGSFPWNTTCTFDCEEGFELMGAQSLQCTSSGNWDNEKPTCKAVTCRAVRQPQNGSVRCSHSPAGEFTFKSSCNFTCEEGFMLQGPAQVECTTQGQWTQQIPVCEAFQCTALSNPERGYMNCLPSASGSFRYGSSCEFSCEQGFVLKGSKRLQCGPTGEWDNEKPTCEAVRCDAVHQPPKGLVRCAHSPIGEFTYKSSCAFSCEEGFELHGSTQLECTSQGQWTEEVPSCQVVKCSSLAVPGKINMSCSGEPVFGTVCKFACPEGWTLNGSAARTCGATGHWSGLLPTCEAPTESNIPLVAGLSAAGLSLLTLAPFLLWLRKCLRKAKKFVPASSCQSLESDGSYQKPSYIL
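Assay system: HUVEC primary endothelial cells. Input: 3,000 HUVEC seeded per well. Doses: one compound dose added by pin transfer. Read-out basis: % PE-positive cells. Benchmarks: TNF-alpha high, DMSO low. Detection: immunofluorescence imaging. Buffer or medium: EGM-2, gelatin.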
An asterisk follows results filed as active; ? = inconclusive; / = not tested or not shown; & = joins results of further samples.

SMILES | CASP6 VEID inh | ERp5 block | PglD DTNB | esBAF inh | RAD54 inh | RAD52 anneal inh | ARNT-TACC3 inh | E-sel inducer
CC(C)NC(=O)N1CC2(C1)[C@@H](c1ccccc1)[C@H](CO)N2C(=O)C1CCC1 | 3 | -5 | / | / | / | 12 | / | 0.3
CCn1nnnc1-c1ccc(OC)c(S(=O)(=O)Nc2ccc(OC)cc2)c1 | -1 | 2 | 9 | -5 | -1 | -8 | 4 | /
COc1ccc(C(C)(C)C)cc1NC(=O)C1CCCO1 (stereo unspecified) | 8 | -22 | 6 | 3 | -13 | -13 | -6 | 0.1
COc1ccccc1OCC#CCNC1CCCCC1C (stereo unspecified) | -1 | 3 | / | / | / | -10 | 0 | 0.5
Cc1ccc(N=Nc2[nH]c3ccccc3c2O)cc1 | 4 | -3 | 1 | / | 4 | -21 | -1 | 0.0
COc1cccc(NC(=O)N2[C@H](CO)[C@H](c3ccccc3)[C@H]2CNC(C)C)c1 | / | -1 | 1 | -9 | 1 | -8 | 15 | 0.0
Cc1cc2oc(C(=O)Nc3ccc(S(=O)(=O)N4CCCC(C)C4)cc3)cc(=O)c2cc1Cl (stereo unspecified) | / | / | -5 | / | -3 | / | -7 | 0.2
O=C(OCC(=O)N1CCCC1)c1ccccc1C(=O)c1ccccc1 | -1 | 6 | -5 | 9 | -1 | -8 | -6 | /
Cn1cnc(CCNC(=O)C[C@H]2CC[C@@H]3[C@H](COC[C@H](O)CN3C(=O)Nc3ccc(C(F)(F)F)cc3)O2)c1 | / | / | 4 | 0 | -8 | / | 13 | 0.3
O=C1C(C=Nc2ccc(F)cc2)=C(O)c2ccccc21 | -1 | 2 | -7 | 9 | -10 | -16 | -2 | /
Cc1c(C(=O)NC(C)c2ccncc2)oc2ccccc12 (stereo unspecified) | -5 | -2 | -7 | -11 | 3 | -6 | 4 | /
O=C(Nc1nc(-c2ccc(Oc3ccccc3)cc2)cs1)C1=COCCO1 | / | / | -4 | 4 | -13 | / | 7 | -0.1

Just PglD DTNB (2 entries from above):
molecule | PglD DTNB
O=C(Nc1nc(-c2ccc(Oc3ccccc3)cc2)cs1)C1=COCCO1 | -4
COc1cccc(NC(=O)N2[C@H](CO)[C@H](c3ccccc3)[C@H]2CNC(C)C)c1 | 1

Later entries.
SMILES | CASP6 VEID inh | ERp5 block | PglD DTNB | esBAF inh | RAD54 inh | RAD52 anneal inh | ARNT-TACC3 inh | E-sel inducer
O=C(c1cc(-c2ccco2)nc2ccccc12)N1CCN(Cc2ccccc2)CC1 | 9 | 3 | -3 | -10 | -8 | -17 | 9 | /
COc1ccc(C2C3=C(CC(C)(C)CC3=O)OC(N)=C2[N+](=O)[O-])cc1 (stereo unspecified) | -1 | 1 | / | / | / | -12 | / | 1.3
CN1c2ccc(C#Cc3cccnc3)cc2[C@H]2[C@H](CCN2C(=O)C2CCOCC2)[C@@H]1CO | -2 | -3 | 1 | -5 | 7 | -3 | -1 | 0.4
Cc1ccc(S(=O)(=O)Nc2ccc3c(c2)C(=O)N([C@H](C)CO)C[C@H](C)[C@H](CN(C)S(=O)(=O)c2cn(C)cn2)OCCCC[C@H](C)O3)cc1 | -1 | 1 | -3 | -3 | 7 | -50 | -9 | 0.2
O=C(Nc1ccc(Cl)c(Cl)c1)N1CCSCC1 | / | / | 1 | 36 | -1 | / | -4 | /
COc1ccccc1NC(=O)N(C)C[C@@H]1OCc2cnnn2CCCC(=O)N([C@@H](C)CO)C[C@H]1C | 2&-2&0 | 9&-3&3 | 0&2&-3 | 2&-1&1 | 3&5&10 | 3&4&-7 | 0&6 | -0.1&0.0
CCc1nnc(SCC(=O)NC2CCCCC2)nc1CC | / | / | -2 | -5 | -3 | / | -5 | /
COc1ccc(Oc2nc3c(c(=O)n(C)c(=O)n3C)n2C)cc1 | 1 | 4 | 4 | 3 | -5 | -11 | 9 | /
CNC[C@H]1Oc2ncc(C#CC3CCCCC3)cc2C(=O)N([C@@H](C)CO)C[C@H]1C | 0 | 8 | 3 | -3 | 16 | 8 | 9 | -0.4
O=C(C[C@H]1CC[C@@H]2[C@H](COC[C@@H](O)CN2Cc2cccc(C(F)(F)F)c2)O1)NCCc1ccccc1 | 2 | -20 | 45 | 1 | -6 | -3 | -10 | 0.1
CCN(CC)CCCn1c2c(c(SCC(=O)Nc3nccs3)nc1=O)CCC2 | -2 | 5 | -6 | / | -8 | -3 | -1 | /
Cc1ccccc1N1OC2C(=O)N(c3ccc(F)cc3)C(=O)C2C1c1ccccn1 (stereo unspecified) | -5 | 2 | 2 | -7 | -2 | -10 | -1 | /
COc1cc2c(cc1OC)CN1CCc3cc(OC)c(OC)cc3C1C2 (stereo unspecified) | 4 | -2 | -6 | -6 | 84* | 74* | / | /
O=C(COc1ccccc1Cl)NC(=S)N1CCc2ccccc21 | 0 | 2 | / | / | / | -28 | -4 | /
CC1CC2=C(CC1/C=N/NC(N)=S)C(C)(C)CCC2 (stereo unspecified) | 0 | 20 | 4 | -8 | -3 | 0 | 11 | /
O=C(c1ccc(Cl)cc1)[C@@H]1[C@@H]2C(=O)N(c3ccc(Cl)cc3)C(=O)[C@@H]2C2c3ccccc3C=NN21 (stereo partly specified) | -3 | 1 | / | / | / | -16 | 4 | /
C[C@@H]1CN([C@H](C)CO)C(=O)c2cc(-c3ccc(F)cc3)cnc2O[C@@H]1CN(C)Cc1cncnc1 | -1 | -2 | 1 | -8 | -6 | 13 | -18 | 1.1
CC(=O)Oc1ccc(C(=O)Nc2cccc(C(=O)NC(C)(C)C)c2)cc1 | 3 | 2 | / | / | / | -5 | 1 | /
CC(C)=CCCC(C)CN1CCC(n2nccc2NC(=O)C2CCCC2)CC1 (stereo unspecified) | -6 | 11 | 1 | -6 | -5 | -61 | -1 | 0.0
CC(C)(C)NC(=O)CSc1nnc(NC(=O)CCc2ccccc2)s1 | 0 | 0 | -5 | -4 | -6 | -7 | -1 | /
C[C@@H]1CN([C@H](C)CO)C(=O)CCCn2cc(nn2)CO[C@H]1CN(C)C(=O)c1ccncc1 | -1&-2 | 3&1 | 1&-4 | -2&-5 | -5&-5 | 0&-9 | -3 | 3.7
COCC(=O)Nc1ccc2c(c1)C(=O)N(C)C[C@@H](OC)[C@@H](C)CN(CCC(F)(F)F)[C@H](C)CO2 | -5 | -1 | -4 | -3 | -4 | -3 | -3 | -0.1
CCOC(=O)C1CCN(CC(O)COCc2cccs2)CC1 (stereo unspecified) | -1 | 3 | -4 | 0 | 3 | -9 | / | /
CC(NC(=O)Cc1ccccc1)c1ccc(F)cc1 (stereo unspecified) | -1 | 6 | / | / | / | -14 | -30 | -0.5
Cc1ccc(C(c2sc3nc(C)nn3c2O)N2CCN(c3ccccc3)CC2)cc1 (stereo unspecified) | / | / | 9 | -8 | 3 | / | -6 | /
CCc1ccc(CN(C)C(=O)c2cc(COc3ccc(-n4cncn4)cc3)on2)cc1 | 1 | -12 | -1 | 8 | 4 | -5 | -2 | /
C/C(CC(=O)Nc1cccc(Cl)c1C)=N\NC(=O)Cc1csc(N)n1 | 4 | 3 | 4 | / | 10 | -23 | -2 | -0.3
O=C(C1CCCC1)N1CC(=O)N2[C@H](CO)[C@@H](c3ccc(Br)cc3)[C@H]2C1 | 6 | -4 | / | / | / | -11 | / | 0.0
Cn1c(CSCc2ccc(F)cc2)n[nH]c1=S | -1 | -4 | -1 | 3 | -4 | 4 | -2 | /
COc1ccc(CNS(=O)(=O)c2ccc(S(=O)(=O)N3CCCCC3)cc2)cc1 | / | / | -2 | -4 | -5 | / | -1 | /
Cc1cc2c(cc1S(=O)(=O)CCC(=O)NCCc1ccccc1)OCC(=O)N2 | -2 | -5 | 3 | 3 | -9 | -15 | 1 | /
N#Cc1ccsc1NC(=O)c1ccc2ncsc2c1 | 3 | 4 | 5 | 71* | -4 | -71 | / | /
CC(=O)N1CC2(C1)[C@H](c1ccccc1)[C@@H](CO)N2CC1CCOCC1 | 1 | 5 | / | / | / | 0 | / | 0.0
O=C1OC(Nc2cc(Br)cc3cccnc23)c2ccccc21 (stereo unspecified) | 40* | 1 | -3 | -12 | 0 | 2 | 31 | /
Cc1cc2ccccn2c1C(=O)c1ccncc1 | / | / | -4 | 1 | -6 | / | 3 | /
Cc1cccc(NC(=O)CCCc2ccccc2)c1 | -2 | 0 | -1 | 63* | 1 | -13 | -10 | /
CCc1cccc(CC)c1NC(=O)COC(=O)c1cccc(S(=O)(=O)N2CCc3ccccc3C2)c1 | 1 | ? | / | / | / | -9 | 2 | -0.4
COc1ccc(-c2nc(SC(C)C(=O)NC3CC3)n[nH]2)cc1 (stereo unspecified) | 7 | 0 | 1 | 12 | -9 | -7 | -2 | 0.7
CN(C)CCCNc1ccc(-c2n[nH]c(=O)c3ccccc23)cc1[N+](=O)[O-] | -49 | 3 | 3 | 7 | 28 | 66* | 8 | 0.0
CO[C@@H]1CN(C)C(=O)c2cc(NC(=O)Nc3c(C)noc3C)ccc2OC[C@@H](C)N(CCC(F)(F)F)C[C@@H]1C | 0 | 1 | 1 | -18 | 13 | -3 | -1 | 0.0
O=C(NCc1ccccn1)Nc1ccc2c(c1)OCO2 | / | / | 0 | 51* | -1 | / | 28 | /
CCC(=O)N[C@H]1C=C[C@H](CC(=O)NCCN2CCCCC2)O[C@@H]1CO | -18 | 2 | 1 | -1 | 3 | 0 | -2 | -0.1
CN(C(=O)c1cccc(COc2ccc(Cl)cc2Cl)c1)c1ccccc1 | / | / | -3 | 72* | 0 | / | -1 | /
CCOC(=O)N1CCN(C(=O)c2oc3ccc(S(=O)(=O)N(CC)CC)cc3c2C)CC1 | -3 | 6 | -4 | 8 | -5 | 0 | -5 | /
CCC(=O)c1ccc(/C=C/c2nc3ccccc3n2C)o1 | 1 | -9 | / | / | / | -43 | -9 | 4.3
Cc1ccc(S(=O)(=O)Nc2cccc3c2O[C@@H](CN(C)S(=O)(=O)c2cccs2)[C@@H](C)CN([C@H](C)CO)C3=O)cc1 | -4 | -13 | -1 | -1 | 3 | -17 | -1 | -0.2
Cn1c(=O)c2c(nc(CN3CCN(C(=O)c4ccco4)CC3)n2CCc2ccccc2)n(C)c1=O | / | / | -4 | -2 | -3 | / | -2 | /
N#Cc1cccnc1N1CCC(C(N)=O)CC1 | 1 | -5 | / | / | / | -7 | -7 | 70*

A draw from above in order of formula weight, smallest number first.
SMILES | CASP6 VEID inh | ERp5 block | PglD DTNB | esBAF inh | RAD54 inh | RAD52 anneal inh | ARNT-TACC3 inh | E-sel inducer
O=C(NCc1ccccn1)Nc1ccc2c(c1)OCO2 | / | / | 0 | 51* | -1 | / | 28 | /
CCC(=O)c1ccc(/C=C/c2nc3ccccc3n2C)o1 | 1 | -9 | / | / | / | -43 | -9 | 4.3
CCC(=O)N[C@H]1C=C[C@H](CC(=O)NCCN2CCCCC2)O[C@@H]1CO | -18 | 2 | 1 | -1 | 3 | 0 | -2 | -0.1
CN(C(=O)c1cccc(COc2ccc(Cl)cc2Cl)c1)c1ccccc1 | / | / | -3 | 72* | 0 | / | -1 | /
CCOC(=O)N1CCN(C(=O)c2oc3ccc(S(=O)(=O)N(CC)CC)cc3c2C)CC1 | -3 | 6 | -4 | 8 | -5 | 0 | -5 | /
